High-throughput results: PubChem BioAssay, Sanford-Burnham Center for Chemical Genomics
ER stress death: ER stress cell death inhibition | actives 0.33% (n = 48,000) | relative survival (cellular ATP), % at 15 µg/mL (by protocol) | CSM14.1 thapsigargin ER stress survival, ATP luminescence;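 active = survival measured by cellular ATP above 50% at 15 µg/ml in the first screen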;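 note: cell death triggered by about 15 µM thapsigargin; ATP read 24 h after thapsigargin was added; plate controls were thapsigargin with DMSO for no effect and DMSO without thapsigargin for full effect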
The depositor's hits bear a star.

SMILES	ER stress death
O=C1CC(N2CCN(C3CC(=O)N(CCc4ccccc4)C3=O)CC2)C(=O)N1CCc1ccccc1 (configuration not stated)	9.9
O=C(N/N=C/c1ccccc1O)NC12CC3CC(CC(C3)C1)C2	7.3
Cc1ccc(C(=O)N/N=C/c2c3ccccc3cc3ccccc23)cc1[N+](=O)[O-]	8.4
Cc1c(NC(=O)c2ccccc2N(Cc2ccccc2)S(C)(=O)=O)c(=O)n(-c2ccccc2)n1C	8.6
O=C(NCc1ccccc1)C1CCCCC1	14.6
O=C(Nc1ccc(Cl)c(Cl)c1)Nc1nnc(-c2ccc(Br)cc2)s1	7.9
CNC(=O)CN(c1ccc(C)cc1)S(=O)(=O)c1ccc(OC)c(OC)c1	2.1
Cc1ccc2ncnc(NCc3cccnc3)c2c1	5.3
O=C(Nc1cccc2ccccc12)N1CCCCCC1	3.3
CCc1ccccc1N(CC(=O)NC(C)c1ccccc1)S(C)(=O)=O (configuration not stated)	2.0
O=C(Nc1ccc(Cl)cc1)Nc1ccc([N+](=O)[O-])cc1Br	2.4
Cc1cccc(C(=O)Nc2cc(C)on2)c1	5.8
CC(C)=CC1C(C(=O)Nc2ccc(C)cn2)C1(C)C (configuration not stated)	2.5
Clc1ccccc1-c1nc(-c2ccccn2)no1	-9.9
COc1ccc(CNS(=O)(=O)c2ccc(Cl)cc2)cc1	2.4
O=C(Nc1ccccc1C(=O)NC(Cc1ccccc1)C(=O)O)c1ccccc1 (configuration not stated)	-0.5
CCOC(=O)c1c(C)oc2ccc(OC(=O)c3cccc([N+](=O)[O-])c3)cc12	0.9
CC1=C(C(=O)c2ccccc2)C(c2ccccc2)NC(=O)N1 (configuration not stated)	3.3
Cc1cc(Br)cc(/C=N/NC(=O)c2ccc3c(c2)OCO3)c1O	-9.9
O=C(CSCC(=O)Nc1ccccc1[N+](=O)[O-])Nc1ccc2ccccc2c1	-4.8

The last two records of the part before lead into the next:
SMILES	ER stress death
Cc1cc(Br)cc(/C=N/NC(=O)c2ccc3c(c2)OCO3)c1O	-9.9
O=C(CSCC(=O)Nc1ccccc1[N+](=O)[O-])Nc1ccc2ccccc2c1	-4.8
Cc1ccc(O)c(N2C(=O)c3ccc(Oc4ccc([N+](=O)[O-])cc4)cc3C2=O)c1	8.5
O=C(/C=C/c1cccc([N+](=O)[O-])c1)N1CCN(c2cccc(Cl)c2)CC1	9.5
CCCOc1ccc(N2C(=O)CC(NCc3cccnc3)C2=O)cc1 (configuration not stated)	6.2
CC1(C)CC(NC(=O)c2ccccc2Cl)CC(C)(C)N1	6.7
O=C1c2ccccc2C(=O)N1c1ncn[nH]1	10.3
Cc1ccc(Cl)c(OCCCCN2CCCCC2)c1	-3.2
COc1ccccc1/C=C1\SC(=S)N(CCC(=O)OCCN(C)C)C1=O	-3.9
Cc1ccc(C(=O)N/C(=C\c2cccc([N+](=O)[O-])c2)C(=O)N2CCOCC2)cc1	6.9
Cc1ccc(NC(=O)c2ccco2)c([N+](=O)[O-])c1	2.8
C(=NNc1cc(N2CCOCC2)nc(N2CCOCC2)n1)c1cccs1	4.2
CN(C)Cn1c(O)c(N=NC(=O)c2ccncc2)c2cc(Br)ccc21	-1.7
CCOc1ccc(N2C(=O)NC(=O)/C(=C/c3ccc(-c4ccc(C(=O)O)c(Cl)c4)o3)C2=O)cc1	9.1
O=C(O)c1ccccc1C(=O)c1ccc(Cl)c(N2C(=O)c3ccccc3C2=O)c1	9.7
O=C(NNC(=O)C1CCCO1)c1ccc(F)cc1 (configuration not stated)	14.4
O=C(Nc1ccc2oc(-c3cccnc3)nc2c1)c1cc(I)ccc1Cl	4.7
O=C(CSc1n[nH]c(-c2ccccc2)n1)c1cccc([N+](=O)[O-])c1	-8.7
Cc1nccn1S(=O)(=O)c1ccc(Cl)cc1Br	-6.1
CCC(C)c1ccc(NC(=O)c2c(-c3ccccc3Cl)noc2C)cc1 (configuration not stated)	4.0
O=C(O)CSc1ncnc2c1oc1ccccc12	4.0
CCN1C(=O)/C(=C2\SC(=S)N(c3ccccc3)C2=O)c2ccccc21	9.7
COC(=O)C1=C(C)N(c2ccc(Cl)cc2)C(=O)/C1=C\c1ccccc1O	8.7
COc1cccc(NC2=C(Cl)C(=O)N(c3ccccc3C)C2=O)c1	13.7
COc1ccc(CN2CCN(Cc3cc(Br)ccc3OC)CC2)c(OC)c1	-4.3
COc1ccc(NC(=O)c2cc3ccccc3oc2=O)c(OC)c1	5.6
O=C(NCc1ccncc1)C(=O)Nc1nccs1	8.0
O=C1C2C3C=CC(O3)C2C(=O)N1Cc1ccccc1 (configuration not stated)	-13.4
O=C1NC(=O)C(=Cc2cc(Br)ccc2OCc2cccc3ccccc23)C(=O)N1	2.5
COCCNC(=O)c1cc(C(=O)OC)cc([N+](=O)[O-])c1	8.4
Cc1ccc(C)n1-c1ccccc1C(=O)O	-0.4
C#Cc1cccc(NC(=O)c2cccc(OC)c2)c1	-2.4
CCCCN=C1CC(C)(C)C(C(=O)OC)C(O)=C1C(=O)CCC (configuration not stated)	14.2
O=C(Nc1cccc(Cl)c1)C1(c2ccccc2)CC1(Cl)Cl (configuration not stated)	-1.6
O=[N+]([O-])c1ccc(N2CCN(S(=O)(=O)c3ccc(Cl)cc3)CC2)c(C(F)(F)F)c1	-0.3
Cc1cc(O)ccc1Nc1nc2ccccc2nc1Nc1ccc(O)cc1C	0.5
Cc1cc(/C=C2/SC(=S)N(CC(=O)O)C2=O)c(C)n1-c1ccc([N+](=O)[O-])cc1	5.9
C1=CC2CC1CC2CN1CCN(Cc2c[nH]c3ccccc23)CC1 (configuration not stated)	3.0
CCOC(=O)c1sc2ncn(/N=C/c3ccc(O)cc3)c(=O)c2c1C	7.4
O=C(Cn1c(C(=O)c2ccccc2)nc2ccccc21)c1ccc(Br)cc1	9.0
COc1ccccc1OCCOc1ccc(/C=C2/SC(=S)N(C)C2=O)cc1	2.5
COc1ccc(OC)c(N=Cc2c(O)n(-c3ccc(F)cc3)c(=O)[nH]c2=O)c1	-8.2

Three structures already listed, sorted by length of the SMILES, lowest first.
SMILES	ER stress death
O=C(Nc1cccc(Cl)c1)C1(c2ccccc2)CC1(Cl)Cl (configuration not stated)	-1.6
CCCCN=C1CC(C)(C)C(C(=O)OC)C(O)=C1C(=O)CCC (configuration not stated)	14.2
COc1ccc(OC)c(N=Cc2c(O)n(-c3ccc(F)cc3)c(=O)[nH]c2=O)c1	-8.2

The results go on.
SMILES	ER stress death
CSc1nnc2n(-c3ccccc3)c(=O)c3c4c(sc3n12)CCCCC4	-3.4
CCC1(C)Cc2c(sc3nc(SCc4ccccc4)[nH]c(=O)c23)CO1 (configuration not stated)	7.5
CCOC(=O)c1c(NC(=O)/C=C/c2ccc3c(c2)OCO3)sc(C)c1C	5.0
CC1=C(C(=O)Nc2cccc(C)c2)C(c2cc(Br)ccc2O)NC(=O)N1 (configuration not stated)	5.7
O=C(CSc1nnnn1-c1ccccc1)Nc1ccc2nc(SCc3ccccc3)sc2c1	3.8
CC(=O)N/N=C/c1cc(C)n(-c2cc(Cl)cc(Cl)c2)c1C	-4.2
Cc1ccc(C2=NN3C(C2)c2ccccc2OC3c2ccc(O)cc2)cc1 (configuration not stated)	-1.8
COc1ccccc1-c1coc2c(CN(CC(C)C)CC(C)C)c(O)ccc2c1=O	-0.2
COc1cc(/C=C2\N=C(c3cccc(Br)c3)OC2=O)cc(OC)c1OC	-0.3
COc1cc(C(=O)NCCc2cccc(Cl)c2)cc(OC)c1OC	-1.1
COc1ccc(OC)c(NC(=O)c2ccc(I)cc2)c1	4.0
CC1CN(C(=O)c2ccccc2C(=O)c2ncc[nH]2)CC(C)O1 (configuration not stated)	9.1
COc1ccc2oc3ccc(OC)cc3c(=O)c2c1	-2.5
CCOC(=O)C1=C(C)N=c2s/c(=C\c3ccc(OCC(=O)O)cc3)c(=O)n2C1c1ccccc1 (configuration not stated)	2.4
Cc1cc(C)n(-c2cc(Oc3ccccc3)nc(-c3ccccc3)n2)n1	2.1
O=C1Nc2c(c3ccccc3oc2=O)Nc2ccccc21	9.1
COc1ccc(Cl)cc1NC(=O)CN(Cc1ccccc1)S(=O)(=O)c1ccccc1	3.1
COc1ccc(C2NC(=S)NC(C)=C2C(=O)Nc2ccc(Cl)cc2)cc1OC (configuration not stated)	7.0
CCc1cc2c(N3CCN(Cc4ccc(Cl)cc4Cl)CC3)ncnc2s1	98.3*
CCOc1cccc2c1NC(C)(C)C(=S)C2=C1SC(C(=O)OC)=C(C(=O)OC)S1	3.1
O=C(c1ccccc1)N1CCCC2CCCCC21 (configuration not stated)	1.8
N/C(=N\OC(=O)c1ccc(F)cc1)c1ccc(Cl)cc1	0.9
CCc1ccc(OCC(=O)Nc2c(C)ccc3nsnc23)cc1	-16.6
O=C(COc1ccccc1)N1CCCCC1	0.3
CCOC(=O)c1cnc2cc(-c3ccc(Br)cc3)nn2c1N	0.4
CN1CCN(c2ccc3c4c(cccc24)C(=O)N(CCO)C3=O)CC1	-6.7
Brc1ccc(-c2cc(-c3ccccc3)nc(N/N=C/c3cccnc3)n2)cc1	4.5
CCOC(=O)C1(P(=O)(c2ccccc2)c2ccccc2)CCC1	11.8
COc1ccccc1-c1coc2c(CN3CCOCC3)c(O)ccc2c1=O	1.9
COc1ccccc1C(=O)OC(C(=O)c1ccccc1)c1ccccc1 (configuration not stated)	-0.5

Structural class: the entries above containing an NH in an aromatic ring (six)
SMILES	ER stress death
O=C1c2ccccc2C(=O)N1c1ncn[nH]1	10.3
O=C(CSc1n[nH]c(-c2ccccc2)n1)c1cccc([N+](=O)[O-])c1	-8.7
C1=CC2CC1CC2CN1CCN(Cc2c[nH]c3ccccc23)CC1 (configuration not stated)	3.0
COc1ccc(OC)c(N=Cc2c(O)n(-c3ccc(F)cc3)c(=O)[nH]c2=O)c1	-8.2
CCC1(C)Cc2c(sc3nc(SCc4ccccc4)[nH]c(=O)c23)CO1 (configuration not stated)	7.5
CC1CN(C(=O)c2ccccc2C(=O)c2ncc[nH]2)CC(C)O1 (configuration not stated)	9.1

(further entries)
SMILES	ER stress death
CCOC(=O)C1=C(O)/C(=C/c2ccc(OCC(=O)NCCc3ccccc3)cc2)N=C1C	4.5
Nc1c(C(=O)C2CC2)sc2nc(-c3cccs3)cc(C(F)(F)F)c12	3.5
O=C1/C(=C/c2ccc(-c3ccc(Cl)cc3[N+](=O)[O-])o2)Sc2ccccc21	14.8
O=C(CCc1ccccc1)Oc1ccc(Cl)cc1	8.7
CCc1ccc(N2C(=O)/C(=C/c3cc(Cl)c(OCC(=O)O)c(Cl)c3)C(=O)NC2=S)cc1	8.3
O=C(Nc1ccc2oc(-c3ccccc3F)nc2c1)C(Cl)(Cl)Cl	7.5
COc1ccc(/C=C2\SC(=S)N(CCCC(=O)Nc3nccs3)C2=O)cc1	2.1
O=C(c1ccc(Cl)cc1)N(c1ccc(Cl)cc1)C1C=CS(=O)(=O)C1 (configuration not stated)	-8.9
C=CCOc1c(Cl)cc(/C=C2\C(=O)NC(=O)N(c3cc(C)cc(C)c3)C2=O)cc1OC	2.5
Cc1sc2nc(-c3ccc(C(C)C)cc3)[nH]c(=O)c2c1C	7.9
N#C/C(=C\c1cc([N+](=O)[O-])c(N2CCOCC2)cc1N1CCOCC1)c1nc2ccccc2[nH]1	11.8
CCCC(C)NC(=O)c1c(-c2c(Cl)cccc2Cl)noc1C (configuration not stated)	16.5
COc1ccccc1C(O)C(F)(F)F (configuration not stated)	-2.2
CC1CCN(C(=O)c2cccc(Cl)c2)CC1	4.6
Cc1nc(N)sc1C(=O)N/N=C/C=C/c1ccccc1	-2.7
COc1ccc(CCNC(=O)CCc2ccccc2)cc1OC	12.6
Cc1ccc(/C=C2\SC(=S)N(CCC(=O)OCCN(C)C)C2=O)cc1	-6.1
CC(C)C(=O)N1c2ccccc2C(N(C(=O)c2ccc([N+](=O)[O-])cc2)c2ccccc2)CC1C (configuration not stated)	3.7
COc1ccccc1CN1CCN(C(=O)c2ccc(-c3ccccc3)cc2)CC1	21.1
Clc1ccc(-c2csc3nc4ccccc4n23)cc1	-4.1
CC1CCc2c(sc(NC(=O)c3cccc(Br)c3)c2C(N)=O)C1 (configuration not stated)	-1.2
O=C(N/N=C/c1cccs1)c1cc(-c2ccc(Cl)cc2)n[nH]1	0.9
COC(=O)c1ccc(/C=C2\C(=O)NC(=S)N(c3ccc(Br)cc3C)C2=O)cc1	-0.1
Cc1cccc(/C=N\Nc2nnc(-c3ccccc3)c(=O)[nH]2)c1	-5.1
O=C(N/N=C/c1ccc[nH]1)c1ccccc1[N+](=O)[O-]	-2.1
N/C(=N\OC(=O)c1ccc(Cl)c([N+](=O)[O-])c1)c1ccccc1	-8.6
Cc1ccc(C)c(OCCCCN2CCOCC2)c1C	-4.5
O=C(CN(c1ccccc1)S(=O)(=O)c1ccccc1[N+](=O)[O-])Nc1ccccc1	6.7
O=C(Nc1ccc([N+](=O)[O-])c(NC(=O)c2cccs2)c1)c1cccs1	0.8
COc1ccccc1OCCCN1CCCC1	-4.2
COc1ccc(/C=C/C(=O)Nc2ccc(Oc3ccccc3)cc2)cc1OC	13.4
COc1ccccc1NCc1cccs1	-0.4
O=C1CCCC2=C1C(c1ccc(F)cc1)Nc1ccccc1N2 (configuration not stated)	-1.6
COc1ccc(OC)c(N(CC(=O)NCC(C)C)S(C)(=O)=O)c1	9.3
Cc1ccccc1OCC(=O)Nc1ccc(C(C)C)cc1	18.3
O=C1C2CC=C(Cl)CC2C(=O)N1CN(Cc1ccco1)CN1C(=O)C2CC=C(Cl)CC2C1=O (configuration not stated)	-0.2
CC(=O)C1=C(O)C(=O)N(CCN(C)C)C1c1ccccc1F (configuration not stated)	-6.3
Cc1cc(Cn2ccnc2)c(C)cc1Cn1ccnc1	6.0
O=C(CCCC(=O)OCC(F)(F)C(F)F)Nc1nccs1	4.2
NC(=O)C12CC3CC(C1)CC(C(N)=O)(C3)C2	-2.4
COc1ccc(OC)c(C2/C(=C(\O)c3ccc(Br)cc3)C(=O)C(=O)N2c2ccccc2)c1 (configuration not stated)	0.8
Cc1ccc(N(CC(=O)Nc2c(C)n(C)n(-c3ccccc3)c2=O)S(C)(=O)=O)cc1	8.5
CC(=O)c1c(C)oc2c1cc(O)c1c2c(-c2ccccc2)nn1-c1ccccc1	13.0
NS(=O)(=O)c1ccc(NC(=O)CCC(=O)O)cc1	0.4
O=C1NC(=S)NC(=O)C1=Cc1ccccc1OCCOc1ccccc1	-1.2

Some of the compounds tested, so the mix of outcomes need not match the whole.
